ssDAF-12 act – activates DAF-12 receptor from parasite S. stercoralis | HEK293 ssDAF-12/GRIP1 lit1-tk-luc reporter, luminescence; % of 3 µM dafachronic acid response | AID 652126 | 1% of 370,000 active | activation, % at 6.8 µM;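 active means activation above the mean over all tested compounds plus 3 SD, cut at about 0.9% in these data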;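 further: 0% = DMSO-only wells and 100% = 3 µM delta7-dafachronic acid wells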
NPR2 activator – GC-B (human) receptor activation | HEK293-GC-B cells, CNP EC30, cGMP TR-FRET; 0% at EC30 CNP, 100% saturating CNP | activation, % at 10 µM | P20594 | 0.11% of 370,000 active;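 active means activation at 10 µM reaching about 35% in either raw or pattern-adjusted values, limit read from the data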
Target sequence (P20594 whole entry, looked up): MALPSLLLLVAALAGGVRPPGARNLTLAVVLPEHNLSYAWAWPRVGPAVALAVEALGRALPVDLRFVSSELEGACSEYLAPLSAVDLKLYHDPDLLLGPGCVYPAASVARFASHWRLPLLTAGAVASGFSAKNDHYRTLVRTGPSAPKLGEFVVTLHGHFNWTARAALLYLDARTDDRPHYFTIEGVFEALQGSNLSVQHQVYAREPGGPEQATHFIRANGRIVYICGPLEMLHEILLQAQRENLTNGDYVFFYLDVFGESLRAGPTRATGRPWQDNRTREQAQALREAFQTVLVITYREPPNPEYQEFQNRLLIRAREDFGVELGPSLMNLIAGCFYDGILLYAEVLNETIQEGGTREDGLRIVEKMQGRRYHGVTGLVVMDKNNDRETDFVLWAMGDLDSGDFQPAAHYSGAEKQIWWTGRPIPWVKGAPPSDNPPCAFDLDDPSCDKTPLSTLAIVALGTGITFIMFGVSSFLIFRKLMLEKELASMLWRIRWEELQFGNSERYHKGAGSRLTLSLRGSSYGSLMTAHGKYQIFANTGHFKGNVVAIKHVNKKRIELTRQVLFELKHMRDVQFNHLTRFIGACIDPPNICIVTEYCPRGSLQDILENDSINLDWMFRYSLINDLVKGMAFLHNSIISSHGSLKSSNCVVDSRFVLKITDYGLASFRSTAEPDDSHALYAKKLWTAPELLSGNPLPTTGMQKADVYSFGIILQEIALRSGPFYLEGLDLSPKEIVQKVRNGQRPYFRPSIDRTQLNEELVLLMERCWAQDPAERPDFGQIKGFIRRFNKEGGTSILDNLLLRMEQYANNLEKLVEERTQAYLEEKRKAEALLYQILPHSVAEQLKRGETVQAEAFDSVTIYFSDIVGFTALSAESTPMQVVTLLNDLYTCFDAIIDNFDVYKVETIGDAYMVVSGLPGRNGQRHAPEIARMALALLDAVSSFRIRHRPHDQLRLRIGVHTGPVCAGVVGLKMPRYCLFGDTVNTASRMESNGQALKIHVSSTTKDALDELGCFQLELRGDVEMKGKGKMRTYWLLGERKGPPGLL
DAX1 inh-1 – blocks DAX1 repression of SF-1 activated StAR promoter; HEK293T StAR-luciferase reporter, SF-1/DAX-1 repression relief; inhibition, % at 6.8 µM; 1.1% of 370,000 active; AID 652010;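 active means inhibition above the mean over all tested compounds plus 3 SD, cut at about 3.6% in these data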;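 further: 0% = DAX-1 cells with DMSO and 100% = cells lacking DAX-1 with DMSO; higher inhibition means more luminescence from relief of DAX-1 repression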
GAA850 FXN act – frataxin GAA850 promoter activation | HEK293 lucGAA850 FXN promoter luciferase reporter, 24 h; percent of 10 µM SAHA response | activation, % at 6 µM | 0.56% of 360,000 active | AID 540364;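 active means activation above the average of all compounds screened plus 3 SD, cutoff fixed separately per campaign, cut at about 7.5% in these data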;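 further: 0% = DMSO wells and 100% = 10 µM SAHA wells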
hgDAF12 agonist – activates the H. glycines DAF-12 receptor ligand-binding domain | HEK293 GAL4-hgDAF12 UAS-luciferase reporter, agonist luminescence; normalized to butyrate control | activation, % at 6.8 µM | 1.8% of 370,000 active | AID 687014;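 active means activation above a cutoff set at the mean of all screened compounds plus 3 SD, cut at about 10% in these data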;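 further: 0% = DMSO wells and 100% = sodium butyrate wells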
ADAM10 inh – ADAM10 inhibition, QFRET primary screen; inhibition, % at 7 µM; 0.62% of 370,000 active; O14672; recombinant ADAM10, EDANS/DABCYL FRET peptide cleavage, 3 h;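 active means inhibition above a per-campaign cutoff equal to the mean of compounds falling between control-based bounds plus 3 SD, cut at about 20% in these data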;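 further: 0% = DMSO wells while the 100% control is not disclosed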
NPR1 activator – GC-A (human) enzyme activation | P16066 | HEK293 GC-A cells, cGMP TR-FRET, EC30 ANP; 0% at EC30 ANP, 100% saturating ANP | activation, % at 10 µM | 0.14% of 370,000 active | AID 1671463; in the data active means activation above about 40%
DAX1 inh-2 – NR0B1 (DAX1) inhibition | AID 504766 | 0.99% of 340,000 active | inhibition, % at 6.75 µM | HEK293 Gal4-DAX1 luciferase reporter, luminescence | P51843;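 active means inhibition above the mean over all tested compounds plus 3 SD, cut at about 4.2% in these data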;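 further: 0% = DAX1-transfected cells with DMSO and 100% = empty-vector control cells with DMSO; inhibition shows as a rise in luminescence from relieved DAX1 repression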
hcDAF-12 act – activators of H. contortus DAF-12 nuclear receptor | activation, % at 6.8 µM | AID 652067 | HEK293 hcDAF-12 lit1-tk-luc reporter, luminescence; 0% DMSO, 100% Δ7-dafachronic acid | 1.4% of 370,000 active;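 active means activation above the mean of all tested compounds plus 3 SD, cut at about 5.5% in these data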;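 further: 100% = response to 3 µM Δ7-dafachronic acid high control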
sPLA2-III inh – Blocks human group III sPLA2 activity; QFRET BODIPY PC-A2 liposome hydrolysis, fluorescence; 0.56% of 370,000 active; Q9NZ20; inhibition, % at 12.2 µM;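 active means inhibition above mean plus 3 SD of compounds lying within the high and low control bounds, cut at about 19% in these data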;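 further: 0% = median of test compound wells and 100% = no enzyme DMSO wells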
SMARCA2 activ – SMARCA2 function activation, primary screen; MG213 cells, MMTV-luciferase reporter, dexamethasone, overnight; activation, % at 9.1 µM; 1% of 370,000 active; AID 652017; in the data active means activation above about 7.8%;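 further: 0% = vehicle wells and 100% = reference activator wells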
Active calls of the source: *; i = inactive; . = not tested or not shown.

SMILES	ssDAF-12 act	NPR2 activator	DAX1 inh-1	GAA850 FXN act	hgDAF12 agonist	ADAM10 inh	NPR1 activator	DAX1 inh-2	hcDAF-12 act	sPLA2-III inh	SMARCA2 activ
CCCS(=O)(=O)NC(=O)C1(C)CCCN(C(=O)c2c(OC)cccc2OC)C1 (centres undefined)	-1.5	4	-0.9	-0.3	-1.5	-3	-5	.	-1.4	6	-5
Cc1ccccc1C(=O)OCc1cnc(Cl)s1	-1.4	-2	1.6	0.3	3.5	2	1	-0.2	-0.6	-1	-1
CCCCCCCCN1C(=O)[C@@H](CC(=O)N2CCSCC2)C[C@@]2(C(=O)OC)C1=C[C@H](C(C)C)O[C@@H]2C1CC1	-0.9	-6	0.4	.	-1.3	-4	-4	.	-0.2	6	-1
CCOC(=O)C1C(=O)C(=O)N(Cc2ccccc2)C1C(=O)OCC (centres undefined)	-0.9	0	0.7	-0.5	0.8	-1	0	0.9	-0.6	-4	1
Cc1nnc2ccc(-c3ccc(NS(=O)(=O)c4ccccc4)cc3)nn12	-1.2	-5	-1.7	5.8	0.1	-2	8	3.4	-2.0	-3	4
COCCNc1nnc(SCC(=O)Nc2cc(-c3ccccc3)nn2-c2ccccc2)s1	-1.1	-1	-0.5	0.3	-1.2	-2	-2	-1.6	-0.4	-4	-2
CN(CC(=O)Nc1ccc(F)cc1)CC(=O)NC1CCCCC1	-1.0	-1	-0.2	1.3	-2.4	-4	-1	-0.3	0.0	7	-4
Cc1ccc(-n2ncc3ccccc3c2=O)cc1Cl	0.6	-2	2.5	2.2	19*	2	1	4.7*	5.2	6	4
CC1CCCCN1S(=O)(=O)c1ccc(C(=O)Nc2ccccc2-c2nc3ccccc3[nH]2)cc1 (centres undefined)	-1.3	6	0.7	1.2	-1.3	-8	-3	-0.3	1.0	4	-1
O=C(NCCS(=O)(=O)N1CCN(c2ccc(F)cc2)CC1)c1ccc(Br)o1	-1.0	-3	-0.4	-1.6	-4.0	-10	-2	-0.1	-0.2	3	-2
CSc1nc(O)c(C(c2ccccc2Cl)c2c(O)nc(SC)[nH]c2=O)c(=O)[nH]1	-1.3	8	-0.5	-0.1	0.9	-26	2	-0.4	-0.7	5	-3
CN(C(=O)c1cccc(NC(=O)Cc2ccc(NC(=O)C3CCCN(S(=O)(=O)c4cccc([N+](=O)[O-])c4)C3)cc2)c1)C1CCCCC1 (centres undefined)	-1.2	-3	-4.4	-1.9	-2.3	19	0	-3.5	-0.4	-18	-1
O=C1OCCN/C1=C\C(=O)c1ccccc1	-1.3	5	0.1	-0.3	-0.1	-8	3	1.4	0.4	-1	-1
CN(C)N=Nc1nc2c([nH]1)c(=O)n(C)c(=O)n2C	0.6	4	0.5	-2.2	1.6	2	-1	1.8	3.0	-2	-1
O=C(CCS(=O)(=O)c1ccc(Br)cc1)NC1CCCCCC1	-0.7	-6	-0.1	-1.5	-1.6	2	-2	-0.1	-0.9	3	-2
Oc1ccc(C2Nc3cccc4cccc(c34)N2)c(O)c1	-1.3	1	0.7	1.3	0.0	-8	-1	-1.2	-1.1	2	-1
O=C(NC1CCCC1)C1CC(=O)N(C2CCCCCCC2)C1 (centres undefined)	-2.0	-5	0.4	0.6	-2.2	-3	0	-0.1	-1.4	0	-2
CC(C)Oc1ccc(S(=O)(=O)N2CCOCC2)cc1NC(=O)c1cccc(S(=O)(=O)N2CCCC2)c1	-1.3	3	0.4	0.5	-1.5	-4	3	-1.0	-2.5	-6	0
OC1CCN(Cc2ccc3ccccc3c2)CC1	-1.8	6	-0.2	-0.5	-3.2	0	-1	1.2	-2.8	-4	0
CC(=O)NCCNc1ccc([N+](=O)[O-])cc1C#N	-0.7	-2	1.4	0.9	-2.5	4	2	1.7	-1.5	4	-3
CCCCC(=O)N/N=C/c1ccc(N2CCOCC2)c([N+](=O)[O-])c1	-1.0	7	-0.7	4.2	-1.3	8	3	-0.6	-0.9	5	-1
Cn1c(CC(=O)Nc2ccccc2F)nnc1SCC(=O)N1CCOCC1	0.0	11	0.7	2.7	0.8	-10	-1	0.9	0.4	9	-2
O=C1CC(Nc2ccc(N3CCOCC3)cc2)C(=O)N1c1ccccc1F (centres undefined)	-1.1	-4	-0.1	1.0	-0.5	-6	-2	0.5	-2.0	-6	1
COc1ccc(OC)c2[nH]c(=O)c(CCNC(=O)C3CCCCC3)cc12	-1.7	-1	-0.1	1.3	-1.6	-11	-6	1.4	-0.5	5	0
O=C(O)c1ccccc1-c1ccccc1C(=O)Nc1cccc2ccccc12	-0.5	3	-0.1	-0.2	-2.4	-6	-2	1.4	5.9*	-1	-2
SMILES	ssDAF-12 act	NPR2 activator	DAX1 inh-1	GAA850 FXN act	hgDAF12 agonist	ADAM10 inh	NPR1 activator	DAX1 inh-2	hcDAF-12 act	sPLA2-III inh	SMARCA2 activ
O=C(c1ccc(CS(=O)Cc2ccc(Cl)cc2)o1)N1CCN(c2cccc(Cl)c2)CC1 (centres undefined)	-1.8	-5	-0.4	0.0	0.6	7	-6	-0.6	-1.9	-20	-2
Cn1c(N)c(C(=O)N2CCN(c3ccccc3)CC2)c(=O)n(C)c1=O	-1.2	-1	0.1	2.0	1.2	-5	3	0.8	-1.3	6	-6
CCC[C@H]1[C@@H](OC(=O)NCc2cccc(Cl)c2)CC[C@@]23CCCN2C(=O)CCC[C@@H]13	-2.1	-29	.	.	1.6	3	-31	.	-3.8	-11	.
Cc1nn(-c2ccccc2)cc1/C=N/NC(=O)c1cccs1	-0.3	0	0.3	2.6	7.3	2	-4	0.6	1.4	-1	6
CCCCCCC(=O)OCC(=O)c1ccc2c(c1)NC(=O)CO2	-1.1	0	-1.2	0.3	0.1	3	1	-0.5	-0.5	-5	6
O=C(CCC(=O)Nc1ccccc1Cl)NN=C1CCCC1	-1.1	2	0.6	-0.5	0.0	-2	0	-1.2	0.9	-2	0
COc1ccc2nc(-c3cccc(N)c3)[nH]c2c1	-0.3	6	1.8	-3.7	8.3	i	3	0.0	2.1	4	2
COc1cccc(NC(=O)Cn2cc(C#N)c3ccccc32)c1	-1.6	-1	-0.2	-0.8	0.7	-3	-5	-0.8	0.4	-4	0
O=C(NNC(=O)c1cncc(Br)c1)c1ccncc1	-0.7	4	-0.5	-1.1	3.3	5	2	-0.3	0.2	5	1
CCCCCCn1c(C(C)NC(=O)c2ccco2)nc2ccccc21 (centres undefined)	-1.5	-2	-0.3	-0.9	-0.1	-11	3	-0.4	-2.7	-12	0
Cc1ccccc1CN(C)C(=O)COC(=O)c1ccc2[nH]c(C)c(C)c2c1	-1.8	-5	0.1	0.2	-1.6	-2	-1	-0.8	-1.2	-65	-2
COCCNC(=O)c1cccc2c(-c3cnn(C)c3)coc12	-1.1	-2	-0.5	1.9	-2.0	-5	0	.	-2.1	11	-3
C=CCn1c(=N)n(CC(=O)O)c2ccccc21	-0.5	3	-0.7	-0.7	1.2	-7	0	0.5	-0.4	12	-1
CC(=O)Nc1ccc2c(c1)NC(=O)CC2	-0.7	5	-0.1	0.1	-2.7	4	4	1.7	1.3	0	-2
CCN(CC)S(=O)(=O)c1ccc(NC(=O)COC(=O)CCc2cc(OC)c(OC)c(OC)c2)cc1	-1.2	0	0.2	1.9	1.5	28*	-4	-0.9	-2.0	-30	-3
O=C(/C=C/c1cccs1)N1CCc2ccccc21	3.6*	4	7.3*	3.0	28*	6	3	0.8	20*	-4	1
O=C(c1ccc(Cn2c(=S)[nH]c3ccc(Br)cc3c2=O)cc1)N1CCN(C2CCCCC2)CC1	-0.5	-5	0.2	-0.1	1.4	2	2	0.8	-1.1	-9	0
O=C(CNC(=S)N(Cc1ccccc1F)C1CCCCC1)NCCCN1CCOCC1	-1.9	-4	0.2	0.0	-3.0	-2	-8	-0.6	0.5	4	3
O=C(COC(=O)CCc1c[nH]c2ccccc12)Nc1ccc([N+](=O)[O-])cc1	-1.2	-9	-0.7	1.2	-2.4	9	-1	5.2*	0.7	-90	-3
Cc1ccc(S(=O)(=O)N(C)c2ccc(C(=O)N3CCC(C(N)=O)CC3)cc2)cc1	-1.2	3	-0.3	0.1	1.4	3	6	-0.7	-0.8	-1	0
O=C(CN(Cc1cccs1)C(=O)CNS(=O)(=O)c1ccc(Cl)cc1)NCc1ccco1	-1.6	-2	-1.1	-4.8	3.5	2	-2	1.1	-1.1	-16	0
CCc1noc(C)c1C(=O)Nc1nc2c(C)cccc2s1	-0.8	3	-0.1	1.2	5.6	-10	3	4.0	0.5	-18	1
CN(C)c1cc(N/N=C\c2ccccc2)nc(N(C)C)n1	-0.8	-1	-1.0	-1.4	2.2	-10	5	0.1	3.5	8	-3
Clc1ccc(CN2CCCCCCC2)cc1	-0.8	-2	1.5	0.7	0.5	3	1	-0.5	0.6	15	-4
COC(=O)c1cnn(-c2cc(Oc3cccc(C)c3)ncn2)c1N	-1.5	-7	0.1	0.8	0.3	-2	6	-0.6	-1.2	8	0

Among those listed so far, five contain fluorine.
SMILES	ssDAF-12 act	NPR2 activator	DAX1 inh-1	GAA850 FXN act	hgDAF12 agonist	ADAM10 inh	NPR1 activator	DAX1 inh-2	hcDAF-12 act	sPLA2-III inh	SMARCA2 activ
CN(CC(=O)Nc1ccc(F)cc1)CC(=O)NC1CCCCC1	-1.0	-1	-0.2	1.3	-2.4	-4	-1	-0.3	0.0	7	-4
O=C(NCCS(=O)(=O)N1CCN(c2ccc(F)cc2)CC1)c1ccc(Br)o1	-1.0	-3	-0.4	-1.6	-4.0	-10	-2	-0.1	-0.2	3	-2
Cn1c(CC(=O)Nc2ccccc2F)nnc1SCC(=O)N1CCOCC1	0.0	11	0.7	2.7	0.8	-10	-1	0.9	0.4	9	-2
O=C1CC(Nc2ccc(N3CCOCC3)cc2)C(=O)N1c1ccccc1F (centres undefined)	-1.1	-4	-0.1	1.0	-0.5	-6	-2	0.5	-2.0	-6	1
O=C(CNC(=S)N(Cc1ccccc1F)C1CCCCC1)NCCCN1CCOCC1	-1.9	-4	0.2	0.0	-3.0	-2	-8	-0.6	0.5	4	3

(more compounds)
SMILES	ssDAF-12 act	NPR2 activator	DAX1 inh-1	GAA850 FXN act	hgDAF12 agonist	ADAM10 inh	NPR1 activator	DAX1 inh-2	hcDAF-12 act	sPLA2-III inh	SMARCA2 activ
COc1cc(/C=C2\C(=N)N3N=C(S(C)(=O)=O)SC3=NC2=O)cc(OC)c1OCCOc1cccc(C)c1	-0.9	2	0.2	2.6	-0.9	-2	0	0.7	-2.6	-8	0
O=C(COc1ccccc1[N+](=O)[O-])N(Cc1ccccc1)c1ccccn1	-1.6	4	0.2	1.8	-0.6	-6	0	0.2	0.0	6	-1
Cc1csc(NC(=O)c2c(-c3c(Cl)cccc3Cl)noc2C)n1	-1.3	1	-0.6	-1.4	-2.4	-7	-2	-0.8	-0.7	-9	-2
O=C(CCCN1C(=O)/C(=C/c2ccccc2Cl)SC1=S)NNC(=O)c1ccc(Cl)cc1Cl	-3.1	-6	-2.6	-12	-16	21*	-8	-2.5	-6.9	16	-12
Cc1ccc2nc(SCC(=O)OCc3ccccc3)nc(=O)n2c1	-1.3	-2	0.7	0.5	3.6	-59	1	0.6	1.1	4	-2
CN1CCN(C(=O)c2ccccc2-c2nc(-c3ccccc3)no2)CC1	0.1	0	-0.1	5.3	7.3	7	-2	0.8	4.5	-1	5

Screens from PubChem BioAssay.
